CAL PDZ FP-1 = blocks peptide binding to human CAL PDZ domain | actives 0.02% (n = 330,000) | AID 504414 | Q9HD26 | purified CAL PDZ, TMR-peptide fluorescence polarization, 1 h | inhibition, % at 20 µM;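 active means highest replicate inhibition of at least 40%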;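 further: plate controls were DMSO neutral control wells for no effect and unlabeled competitor peptide control wells for full effect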
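Assay system – tagged CAL PDZ protein CerCALP, purified · Timing – 1 h at RT · Compound – single point, 20 µM · Measured by – fluorescence polarization from S- and P-plane intensities, G-factor corrected · Evaluation – inhibition from polarization loss · Probe or stimulus – TMR reporter peptide T*-PRC34 · Buffer or medium – pH 7.4 phosphate-saline buffer, reducing agent, detergent, IgG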
V-ATPase pHluor = yeast V-ATPase proton transport regulation by pHLuorin; response, % at 10 µM; S. cerevisiae, pHLuorin cytosolic pH fluorescence; actives 0.37% (n = 350,000); AID 504577; in the data active means response mostly above about 7.3%, no sharp cut-off; inactive means mostly below about 5.4%; further: actives read high; inactives centre near 0; some compounds called inactive have numbers as strong as hits; reference of the scale not given here
CDK5 inh = blocks human CDK5/p35 kinase activity | inhibition, % at 10 µM | Recombinant CDK5/p35, ADP-Glo luminescence, 60 min | actives 0.01% (n = 330,000) | AID 488839 | Q00535+Q15078;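 active means highest replicate inhibition of at least 50% and at least 75% of replicates reaching 50%; inconclusive means only one of the two criteria met; inactive means both criteria failed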;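 further: plate controls were DMSO neutral control for no effect and GW8510 at 10 µM for full effect; many of its hits are not listed in these tables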
Target sequence (Q00535 whole entry, looked up): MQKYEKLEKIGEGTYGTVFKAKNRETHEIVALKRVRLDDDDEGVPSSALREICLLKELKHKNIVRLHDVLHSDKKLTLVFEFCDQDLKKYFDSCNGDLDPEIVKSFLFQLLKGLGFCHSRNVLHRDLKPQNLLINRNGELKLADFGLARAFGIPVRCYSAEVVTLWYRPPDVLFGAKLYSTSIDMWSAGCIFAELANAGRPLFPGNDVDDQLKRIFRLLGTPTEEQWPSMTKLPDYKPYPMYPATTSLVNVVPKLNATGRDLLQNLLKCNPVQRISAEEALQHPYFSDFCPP
Target sequence (Q15078 whole entry, looked up): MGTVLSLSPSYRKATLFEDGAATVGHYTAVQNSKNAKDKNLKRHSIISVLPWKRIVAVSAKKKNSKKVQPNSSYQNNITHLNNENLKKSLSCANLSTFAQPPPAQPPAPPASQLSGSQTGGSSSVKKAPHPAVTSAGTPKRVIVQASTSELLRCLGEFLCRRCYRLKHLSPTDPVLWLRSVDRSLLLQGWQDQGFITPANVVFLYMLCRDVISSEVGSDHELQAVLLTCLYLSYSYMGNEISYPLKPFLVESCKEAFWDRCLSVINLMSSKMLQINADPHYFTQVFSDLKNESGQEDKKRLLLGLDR
MITF act = MITF TRPM1 promoter activation in melanoma cells | SK-MEL-5 TRPM1-promoter luciferase, 24 h; % of positive control, neutral wells = 0 | actives 0.75% (n = 300,000) | activation, % at 12.5 µM;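 active means mean activation of at least 80% with every replicate also reaching 80%; inconclusive means mean reaches 80% but some replicate falls short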;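 further: 0% = neutral control wells and 100% = parthenolide positive control wells; values of inactives mirror those of a sister screen read the other way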
Rtt109 HAT inh = C. albicans Rtt109 histone acetyltransferase inhibition | inhibition, % at 34.9 µM | Q5AAJ8 | purified Rtt109/Vps75, ThioGlo CoA-SH fluorescence, 4 h | actives 0.16% (n = 330,000);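 active means inhibition of at least 50% in every replicate; inconclusive means best replicate reaches 50% inhibition but some replicates fall short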
Target sequence (Q5AAJ8 whole entry, looked up): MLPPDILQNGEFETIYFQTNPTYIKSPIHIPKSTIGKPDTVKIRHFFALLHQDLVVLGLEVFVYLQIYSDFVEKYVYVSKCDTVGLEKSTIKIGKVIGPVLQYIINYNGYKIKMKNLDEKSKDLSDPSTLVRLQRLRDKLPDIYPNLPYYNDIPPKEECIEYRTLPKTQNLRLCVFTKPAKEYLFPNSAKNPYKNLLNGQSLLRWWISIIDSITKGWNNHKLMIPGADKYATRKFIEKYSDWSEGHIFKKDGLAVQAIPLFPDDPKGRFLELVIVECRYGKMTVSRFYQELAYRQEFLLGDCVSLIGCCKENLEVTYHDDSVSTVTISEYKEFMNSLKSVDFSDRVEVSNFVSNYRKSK
CAL PDZ FP-2 = CAL PDZ (human) peptide binding inhibition | purified CAL PDZ, TMR-peptide fluorescence polarization, 1 h | inhibition, % at 24.9 µM | actives 0.92% (n = 300,000) | AID 602252;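 active means mean inhibition of at least 30% with at least half of replicates also reaching 30%; inconclusive means no clear call, values can overlap the other calls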;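 further: 0% = DMSO neutral control and 100% = excess unlabeled competitor peptide PRC23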
cardiac RTF act = increases calcium sensitivity of human cardiac regulated thin filaments; P19429+P45379; IANBD-labeled TnC RTF fluorescence at EC20 calcium; 0% EC20 calcium, 100% full calcium; activation, % at 7.2 µM; actives 0.24% (n = 340,000);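 active means activation above the mean over all tested compounds plus 3 SD, cut at about 30% in these data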;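 further: rise in fluorescence read as greater calcium sensitivity of cardiac thin filaments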
Tat transport = E. coli Tat transport inhibition; inhibition, % at 10 µM; E. coli MC4100 TorA-mCherry Tat export, fluorescence; actives 0.036% (n = 340,000);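 active means mean replicate inhibition at least 50% and at least half of replicates individually reaching 50%; inconclusive means only one of the two criteria met; inactive means neither criterion met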;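 further: exported cargo escapes ClpAP degradation while cytoplasmic cargo is degraded and loses fluorescence; 0% = median of neutral control wells and 100% = median of NaSCN control wells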
Wnt bcat act = activates Wnt/beta-catenin signaling in a reporter cell assay; AID 743398; activation, % at 9.35 µM; activator, plate reader; actives 1.2% (n = 300,000); in the data active means activation above about 30%, passing the limit was not always enough; inconclusive means no clear call, values can overlap the other calls;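 further: 0% = neutral control wells and 100% = positive control wells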
dFosB activator = enhances mouse delta FosB homodimer DNA binding. purified delta FosB, TAMRA-CDK5 oligo fluorescence polarization; percent of positive-control signal above neutral wells. P13346. activation, % at 25 µM. actives 0.99% (n = 340,000);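 active means mean activation above about 17%, with every replicate also reaching it, limit read from the data, passing the limit was not always enough; inconclusive means only one of the two conditions met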;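 further: fluorescence polarization rise as delta FosB binds a TAMRA Cdk5 AP-1 oligo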
* hit, by the source's call; ? = inconclusive; . = no result given.

#	smiles	CAL PDZ FP-1	V-ATPase pHluor	CDK5 inh	MITF act	Rtt109 HAT inh	CAL PDZ FP-2	cardiac RTF act	Tat transport	Wnt bcat act	dFosB activator
1	C=CC[C@@H](CC(=O)N[C@@H](CO)Cc1ccccc1)C(=O)N[C@H](COC(=O)[C@H](CC=C)CC(=O)OC(C)(C)C)Cc1c[nH]c2ccccc12	-0.1	-1	-0.3	-1	0	2	-2	6	-1	-19
2	COc1ccc(CNC(=O)c2ccc3c(c2)N(C)CCS3)cc1	-0.6	-1	-1.1	.	0	.	0	-3	-3	-4
3	Cc1ccc(S(=O)(=O)N2CCC(C(=O)C3C(=O)CC(C)(C)CC3=O)CC2)cc1	0.1	-1	0.5	14	9	0	0	4	-13	-5
4	O=C1CSC(c2ccccc2F)N1c1cc(Cl)ccc1O (stereo unspecified)	3.0	-2	0.6	-5	-3	-6	-3	6	-3	-2
5	Cc1cc(C(=O)COC(=O)CCC(=O)c2ccc3c(c2)OCCO3)c(C)n1Cc1ccco1	.	2	-0.5	0	-7	2	6	16	.	-9
6	Fc1ccccc1CCNc1c2c(nc3ncnn13)CCCC2	-4.2	3	1.1	-18	2	.	10	3	0	-6
7	Cc1nn(CC(=O)Nc2ccc3nc4n(c(=O)c3c2)CCCC4)c(C)c1[N+](=O)[O-]	-1.1	0	3.0	-6	2	-7	3	-8	-1	-18
8	COc1cc(CNC2CCCCCC2)cc(OC)c1O	-0.6	2	-3.5	15	-2	-4	6	0	.	0
9	O=C(NCCNCC(O)COc1ccc(O)cc1)N1CCOCC1 (stereo unspecified)	-0.5	-1	-0.5	13	4	-1	0	11	0	4
10	O=C(CN1C2=NCCCN2c2ccccc21)c1ccc2c(c1)OCO2	-2.6	0	3.9	7	.	-2	0	5	-2	-5
11	Cc1nn(Cc2ccc(Cl)cc2Cl)c(Cl)c1/C=C/C(=O)OCC(=O)NCC(F)(F)F	-0.7	1	-0.8	-10	-5	-1	1	-7	.	-7
12	O=C(/C=C/c1ccco1)N1CCN(S(=O)(=O)c2ccc(F)c(F)c2F)CC1	0.3	0	-2.5	-8	-1	-1	2	-3	0	-1
13	CCOc1ccc(N(CC(=O)NCc2ccccc2OC)S(C)(=O)=O)cc1	-0.4	-2	-1.1	.	-3	4	1	-3	20	-1
14	Cc1cc(NC(=O)CSc2nnc(C3CC3)n2N)no1	-3.1	-1	4.5	0	0	0	14	-4	.	6
15	COC(=O)c1cc(COC(=O)c2cccnc2SC)oc1C	-0.5	2	0.1	9	-5	1	-5	2	-5	-15
16	Cc1ccc(S(=O)(=O)N2CCOCC2)cc1C(=O)OCC(=O)N1CCCC1=O	-0.9	-2	-2.9	-4	-2	-4	0	13	-4	-7
17	CCN(CC(=O)Nc1ccc(OC)cc1)C(=O)CSCc1c(C)noc1C	0.7	-3	-2.5	3	-7	-2	0	1	1	-9
18	COc1cc(-c2nn3c(-c4cccnc4)nnc3s2)cc(OC)c1OC	.	-2	-3.6	6	-7	-10	1	0	.	-40
19	CSc1cccc(NCc2ccc([N+](=O)[O-])cc2)c1	0.2	3	0.0	-1	11	5	-4	-3	-9	-3
20	Clc1cc(Cl)cc(Nc2ncn[nH]2)c1	-0.3	-1	-0.8	.	4	-2	1	-1	-8	1
21	O=C1c2ccsc2SCCN1Cc1ccc(F)cc1	.	3	0.8	3	2	39*	16	1	1	7
22	CN1CCN(C(=O)C2=C[C@@H](c3csc4ccccc34)C[C@@H](OCCCCO)O2)CC1	-1.1	-2	3.9	2	13	-1	5	-4	-2	0
23	CSCCC(NC(=O)c1ccccc1)C(=O)N/N=C(\C)c1ccccc1 (stereo unspecified)	-3.5	2	1.4	-13	-2	-1	-7	-2	0	5
24	CC(C)C(NC(=O)c1ccc(Br)cc1)C(=O)NC1=NCCS1 (stereo unspecified)	-2.0	0	1.1	3	5	-4	-1	0	.	-2
25	CC(C)(C)OC(=O)N1CCCC1C(=O)NCCc1ccccc1 (stereo unspecified)	-2.3	1	-6.0	13	2	-1	3	7	2	-7
26	O=C(O)c1cc(NCc2ccc(F)cc2)ccc1N1CCOCC1	-0.4	-3	-1.6	10	3	-1	17	-1	.	-4
27	COc1ccc(C(=O)Nc2ccccn2)cc1	-4.3	-4	-0.3	-1	0	-4	-1	-6	.	-4
28	COc1ccc(C2C3=C(CCCC3=O)Nc3n[nH]c(C)c32)cc1OC (stereo unspecified)	0.5	0	2.6	-5	-4	-4	2	-5	5	0
29	Cc1c(CCC(=O)O)c(=O)oc2c(C)c(OCc3cc4c(cc3Cl)OCO4)ccc12	-3.6	0	0.0	7	-8	95*	-6	-1	2	-6
30	CCC(OC(=O)CC1Sc2ccccc2NC1=O)C(=O)NCC1CCCO1 (stereo unspecified)	0.4	5	6.7	-11	16	0	2	5	-2	-8
31	COc1ccccc1N1C(=O)CC(Sc2nc(C)cc(C)n2)C1=O (stereo unspecified)	-1.5	-4	-2.0	-1	.	0	-1	-6	.	1
32	O=C(COC(=O)c1c(Cl)cccc1Cl)Nc1cccc(S(=O)(=O)NC2=NCCCCC2)c1	-2.8	2	-2.3	10	2	.	-3	-4	-1	-2
33	COc1ccc(-c2nn(-c3ccccc3)cc2C2CC(c3cccs3)=NN2C(=O)CCCC(=O)O)cc1 (stereo unspecified)	-3.1	0	-0.2	-20	15	-3	3	6	.	-17
34	Nc1nonc1/C(=N/O)N1CCN(CCO)CC1	1.2	-1	-0.6	5	-1	-2	4	3	4	5
35	CC(=O)c1c(C)[nH]c(C(=O)CSc2nc3ccccc3c(=O)n2CCCO)c1C	-1.5	1	-2.8	30	-5	.	1	-3	0	-2
36	CC(=O)Nc1ccc(NC(=O)c2ccccc2F)cc1	-1.9	4	-0.1	.	.	0	1	0	20	-1
37	O=C(CSc1nnnn1-c1ccc(O)cc1)c1ccc(F)cc1	0.4	1	0.5	.	-3	-2	.	2	3	10
38	CCOC(=O)N1CCC(NC(=O)C2CCC(CNS(=O)(=O)c3ccc(OC)cc3)CC2)CC1 (stereo unspecified)	-0.6	-2	1.6	12	2	-5	-5	-1	-2	-4
39	CC1=Nc2ccccc2/C1=C/c1c(N)n2c(S(=O)(=O)C(C)C)nsc2nc1=O	-2.0	2	-1.6	1	.	-4	-9	-3	.	3
40	COc1ccc(NC(=O)COC(=O)C2CCC(C(C)(C)C)CC2)c([N+](=O)[O-])c1 (stereo unspecified)	0.0	-4	-0.1	-11	1	0	1	-7	.	-8
41	Cc1cc(=O)c2ccccc2n1CC(=O)NCc1ccccc1	-1.7	-4	0.6	-17	-8	-4	0	3	.	-8
42	O=C(c1ccc(C(F)(F)F)cc1)C1CCCN(C(=O)Cn2cnnn2)C1 (stereo unspecified)	-2.7	-3	-0.1	6	5	0	2	-8	0	0
43	O=C(Nc1nccs1)[C@@H]1CCCN1S(=O)(=O)c1ccccc1F	-0.4	-2	0.5	-1	0	-2	5	5	-1	1
44	CCCCNC(=O)c1c(CSc2ccccc2)noc1C(=O)NCc1ccccc1	-1.6	3	0.5	-9	12	-3	-6	2	-2	-4
45	Cc1nnn(C23CC4CC(CC(CC(=O)Nc5cccc(F)c5)(C4)C2)C3)n1	-2.8	-2	-1.2	-3	1	-4	0	1	0	-11
46	CC(C)c1ccc(/C=C/C(=O)N2CCCCCC2)cc1	-1.7	1	-0.5	44	0	3	-2	-3	?	-13
47	COc1ccc(C)cc1-n1c(SCC(=O)Nc2cc(C)on2)nc2ccccc2c1=O	0.5	4	-1.5	0	-2	-6	3	0	-1	-17
48	CC(C)OC(=O)c1cn(-c2ccccc2)nc1-c1ccc2c(c1)OCCO2	-1.1	0	-1.0	.	-5	1	-3	12	.	-7
49	COc1ccc(OC)c(N=c2oc3c(OC)cccc3cc2C(=O)NCc2ccco2)c1	0.7	-1	0.3	23	16	-2	4	-6	.	0
50	COC(=O)c1ccccc1NC(=O)Cn1cnc2cc(C)c(C)cc21	-0.7	-2	1.8	-4	2	0	-4	3	-2	-5

The list goes on:
#	smiles	CAL PDZ FP-1	V-ATPase pHluor	CDK5 inh	MITF act	Rtt109 HAT inh	CAL PDZ FP-2	cardiac RTF act	Tat transport	Wnt bcat act	dFosB activator
51	COc1ccc(C(=O)COC(=O)c2ccc3ccccc3n2)cc1	-1.5	1	-1.0	7	-3	-3	13	-3	0	-17
52	CC(C)c1ccc(C(=O)NNC(=O)c2n[nH]c(=O)c3ccccc23)cc1	-1.4	2	0.0	1	1	-6	-2	-4	4	-12
53	COc1cc(C(=O)Oc2cc(N)n(S(=O)(=O)c3ccccc3)n2)cc(OC)c1OC	-2.4	3	3.2	-10	1	-1	-4	0	-1	0
54	CCOc1ccc(-c2nnc(N3CCOCC3)c3ccccc23)cc1	-2.2	-2	-0.1	-2	1	-5	-1	17	1	-2
55	COc1ccc(COC(=O)C2=C(C)NC(=O)NC2c2ccc(OC)cc2)cc1 (stereo unspecified)	0.7	2	-5.3	8	-2	-4	10	0	-3	8
56	COc1cc(/C=C2/C(=N)N3C(=NC2=O)SN=C3S(=O)(=O)C(C)C)ccc1OC(=O)c1ccco1	-2.8	-2	-0.2	.	5	-9	3	-3	-1	-3
57	C=C(C)C1Cc2c(C)nn(-c3ccccc3)c2C1 (stereo unspecified)	-1.2	3	0.6	7	-4	-4	3	-6	.	1
58	C=CCN(Cc1nc(-c2cc(OC)c3c(c2)OCO3)oc1C)C1CCS(=O)(=O)C1 (stereo unspecified)	-1.2	2	-0.8	15	1	2	-10	3	-2	-8
59	C/C(=C(/CCO)SSCC1CCCO1)N(C=O)Cc1cnc(C)nc1N (stereo unspecified)	0.7	3	0.3	-8	-11	7	-1	-8	-1	-1
60	CCc1nccn1CCC(=O)N1CCc2c([nH]c3ccccc23)C1CC(C)C (stereo unspecified)	-1.1	4	0.4	-21	-2	0	-1	-9	0	-4
61	CCOC(=O)C1=NN(C(=O)c2ccc(OC)cc2)C(O)(c2ccc(Cl)cc2)C1 (stereo unspecified)	-2.6	-2	-1.0	11	10	0	2	-1	-1	-5
62	Cc1cc(C)cc(OCC(=O)NCC2CCCO2)c1 (stereo unspecified)	-3.2	0	0.2	-11	11	-3	3	3	.	-2
63	Cc1cc(C)c(C#N)c(OCC(=O)Nc2ccccc2)n1	-0.6	0	-0.9	-7	-18	-1	3	-6	.	-1
64	CCOC(=O)c1cc(C(C)C)sc1NC(=O)COC(=O)c1nccnc1N	-1.7	-3	0.0	6	5	-2	3	-6	3	-9
65	CCn1c(/C=C/c2ccccc2)nc2ccccc21	.	0	1.0	5	-9	-11	-2	9	.	-5
66	CN1c2ccccc2C(C)(C)C12CC(c1cccc(S(=O)(=O)N3CCCC3)c1)=NO2 (stereo unspecified)	-0.7	-1	0.5	10	-2	-2	-5	-2	-12	6
67	CCN1CCc2c(sc(N)c2C#N)C1	0.4	1	1.2	.	-3	.	7	-12	0	7
68	CCOc1ccccc1NC(=O)C(=O)N/N=C/c1ccc([N+](=O)[O-])cc1	-0.7	-2	-3.9	0	1	4	8	5	-3	-5
